Source: PubChem (The Scripps Research Institute Molecular Screening Center)
SRC3 TRFRET art: TR-FRET detection interference compounds, artefact control for PPARgamma SRC-3 recruitment agonists, biochemical, TR-FRET ratio | TR-FRET ratio at 8 µM | TR-FRET artefact counter-screen, PPARgamma/SRC-3 format; stronger effect = higher value | 0.39% of 99,000 active; in the data active = TR-FRET ratio above about 2000; also: inactives centre near 1600
SRC1 TRFRET art: TR-FRET detection interference compounds, primary screen, artefact control for PPARgamma SRC-1 recruitment agonists, biochemical, TR-FRET emission ratio; TR-FRET detection artefact counter-screen; stronger effect = higher value; TR-FRET ratio at 8 µM; 0.34% of 99,000 active; AID 1051, 2008; in the data active = TR-FRET ratio above about 2300; also: inactives centre near 1800
Starred values were filed as active, the others as inactive. A portion of the library (hit frequency here may not be typical).

SMILES | SRC3 TRFRET art | SRC1 TRFRET art
Clc1nc(-c2ccccc2)cc(-c2ccccc2)n1 | 1317 | 1689
CC(OC(=O)CCc1nc2ccccc2c(=O)[nH]1)C(=O)NC1CCCC1 (stereo not drawn) | 1526 | 1722
CCOc1ncccc1C(=O)OCC(=O)c1ccccc1 | 1682 | 1899
O=C(Nc1ccc(Oc2ccc3c(c2)C(=O)N(c2ccc(O)cc2)C3=O)cc1)c1cccs1 | 1752 | 1935
O=C(c1ccc(Cl)cc1[N+](=O)[O-])N1CCc2ccccc2C1 | 1681 | 1890
COC(=O)c1cc2c(ccn2-c2ccc(F)cc2)n1CC(=O)C(C)(C)C | 1557 | 1810
O=C(COc1ccc2c(c1)CCC2)N1CCN(c2ccccc2F)CC1 | 1724 | 1897
COc1ccc(S(=O)(=O)NC2(C(F)(F)F)N=C(c3ccccc3)NC2=O)cc1 (stereo not drawn) | 1626 | 1696
CCN(C(=O)Cn1c(=O)n(-c2cc(OC)c(OC)c(OC)c2)c(=O)c2ccccc21)c1cccc(C)c1 | 1570 | 2023
Cc1ccc2nc(=O)c(NNc3ccccc3)cnc2c1 | 1726 | 1711
C/C(=N/NC(=O)CCc1ccccc1)c1ccco1 | 1677 | 1634
O=C(c1ccccc1)N1CCN(Cc2ccccc2C(F)(F)F)CC1 | 1742 | 1733
COc1ccc(CC(=O)Nc2ccc(-c3noc(COc4ccccc4C)n3)cc2)cc1 | 1469 | 1861
O=C(NC(=S)Nc1ccccc1N1CCOCC1)c1ccc([N+](=O)[O-])cc1 | 1545 | 1575
CCCCOc1ccc(-c2csc(N)n2)cc1[N+](=O)[O-] | 1547 | 1639
CN(CCc1ccccn1)C(=O)CCC1CCCN(Cc2ccccc2OC(F)F)C1 (stereo not drawn) | 1544 | 1789
Cc1nonc1CN(C)C(=O)CC1C(=O)NCCN1Cc1ccccc1C(F)(F)F (stereo not drawn) | 1497 | 1622
CCc1ccc(NC(=O)CSCc2ccc(C(=O)O)cc2)cc1 | 1295 | 1647
O=C(CSc1nnc(-c2cccnc2)s1)Nc1cccc(C(=O)O)c1 | 1610 | 1888
CCOC(=O)c1[nH]c2ccc(OC)cc2c1NC(=S)N1CCN(c2cccc(Cl)c2)CC1 | 1858 | 1985
O=C(Nc1ccc(Br)cc1)c1cccc(N2C(=O)C3C4CCC(C4)C3C2=O)c1 (stereo not drawn) | 1654 | 1846
Cc1ccccc1NC(=O)C(=Cc1ccc(C(=O)O)cc1)C(=O)Nc1ccccc1C | 1508 | 1932
O=C1CCC(C(=O)OCC(=O)c2ccccc2)N1 (stereo not drawn) | 1671 | 1864
COc1cccc(NS(=O)(=O)c2ccc(Br)s2)c1 | 1758 | 1806
O=c1c2ccccc2nnn1CSc1nc2ccccc2[nH]1 | 1702 | 2047
Cc1cc(Cl)ccc1Oc1ncnc2onc(C)c12 | 1515 | 1703
CC(C)Cn1c(=O)c(C(=O)NCc2ccccn2)c(O)c2ccccc21 | 1658 | 2108
Cc1cccc(CNC(=O)CCc2nnc(C3CCCCC3)o2)c1 | 1570 | 2220
Cc1ccccc1N1C(=O)C(Oc2ccc(Cl)cc2)C1CNC(C)(C)C (stereo not drawn) | 1508 | 1828
O=C(CN1CCN(S(=O)(=O)c2ccc3ccccc3c2)CC1)Nc1ccc(N2CCOCC2)cc1 | 1601 | 1745

Fetched one by one from the entries so far:
SMILES | SRC3 TRFRET art | SRC1 TRFRET art
O=C(CN1CCN(S(=O)(=O)c2ccc3ccccc3c2)CC1)Nc1ccc(N2CCOCC2)cc1 | 1601 | 1745
O=C(CSc1nnc(-c2cccnc2)s1)Nc1cccc(C(=O)O)c1 | 1610 | 1888
Cc1ccccc1N1C(=O)C(Oc2ccc(Cl)cc2)C1CNC(C)(C)C (stereo not drawn) | 1508 | 1828
COc1ccc(S(=O)(=O)NC2(C(F)(F)F)N=C(c3ccccc3)NC2=O)cc1 (stereo not drawn) | 1626 | 1696
Cc1cccc(CNC(=O)CCc2nnc(C3CCCCC3)o2)c1 | 1570 | 2220

Additional entries
SMILES | SRC3 TRFRET art | SRC1 TRFRET art
CCn1cc(C(=O)N2CCc3ccccc32)c(=O)c2cc(S(=O)(=O)N3CC(C)CC(C)C3)ccc21 (stereo not drawn) | 1751 | 1838
Cc1cc(C(=O)COc2ccc(F)cc2Br)c(C)n1C | 1384 | 1603
COc1cc2c(cc1OC)/C(=C/c1ccc(Br)cc1)C(=O)OC2 | 1831 | 1847
O=C(COC(=O)CCCc1nc2ccccc2s1)Nc1ncc(Cl)cc1Cl | 1640 | 1667
S=C(NCc1cccnc1)NCc1cccnc1 | 1527 | 1586
COC(=O)c1cc([N+](=O)[O-])ccc1N1CCN(Cc2ccccc2)CC1 | 1661 | 1922
COc1ccc(C(=O)N2CC(=O)Nc3ccccc32)cc1S(=O)(=O)N1CCCC1 | 1391 | 1733
[O-]/C(=C(\C(=S)NCc1ccccc1)[n+]1ccccc1)c1ccc(Cl)cc1 | 1775 | 1972
CC(=O)c1ccc(NC(=O)Nc2ccc(Br)cc2C)cc1 | 1169 | 1843
CCn1c(SCc2ccc(Cl)c(Cl)c2)nnc1C(C)NC(=O)c1ccc(OC)cc1 (stereo not drawn) | 1640 | 1939
O=C(NC(=S)N1CCCc2ccccc21)c1ccc(Br)cc1 | 1646 | 1750
COc1ccc(-c2[nH]ncc2CN2CCN(c3ccccn3)CC2)c(OC)c1 | 1558 | 1547
Cc1cccc2sc(NC(=O)CCn3cccc3)nc12 | 1498 | 1887
CCOC(=O)N1CCN(c2cc(N(C)CCO)c([N+](=O)[O-])c3nonc23)CC1 | 1704 | 1656
O=C(O)CN1C(=O)C2C3CC(C2C1=O)C1C(c2ccc(F)cc2)c2sc(=O)[nH]c2SC31 (stereo not drawn) | 1755 | 2105
COc1cc(/C=C/C(=O)OCC(=O)Nc2c(C)n(C)n(-c3ccccc3)c2=O)ccc1OCC#N | 1599 | 1681
O=C(N/N=C/C=C\c1ccccc1[N+](=O)[O-])c1cc(-c2ccc3ccccc3c2)n[nH]1 | 1497 | 1949
O=C(N/N=C\c1cccc(Cl)c1)c1ccc(Cn2cc(Br)c([N+](=O)[O-])n2)o1 | 1514 | 1437
COc1ccc(CNC(=S)N/N=C/c2ccc(O)c(OC)c2)cc1 | 1590 | 1996
CCc1ccccc1S(=O)(=O)Cc1ccc(C(=O)NCc2cccs2)o1 | 1436 | 1634
C/C(CC(=O)Nc1ccc(Cl)cc1Cl)=N\NC(=O)c1ccco1 | 1804 | 1888
Cc1cc(C(C)(C)C)oc1C(=O)OCC(=O)NC1CCCCC1 | 1551 | 1776
Cc1ccc(NCC(=O)N/N=C\c2cccc(O)c2)cc1 | 1616 | 1967
O=C(Nc1ccc(-c2nnn(CC(=O)N3CCN(C(=O)c4ccco4)CC3)n2)cc1)c1ccc(F)cc1 | 1896 | 1861
CC(=O)Nc1ccc(NC(=O)c2ccc(Cn3cc(Cl)cn3)cc2)cc1 | 1471 | 1694
Cc1ccccc1NC(=O)COc1ccc(Br)cc1C | 1574 | 1534
CC1CC(C)CN(CC(=O)NCCc2ccc(S(N)(=O)=O)cc2)C1 (stereo not drawn) | 1557 | 1824
CCCCC(O)(CCCC)C(=O)NN(C(=O)CCl)c1ccccc1 | 1816 | 1972
COc1ccc(-n2cccc2/C=C2/NC(=O)N(c3cccc(Cl)c3)C2=O)cc1 | 1695 | 1672
CC(=O)Nc1ccccc1C(=O)C(=O)Nc1ccc(Cl)cc1 | 1352 | 1825

Compound profiles, as listed above. Screens in order: SRC3 TRFRET art, SRC1 TRFRET art
Entry for O=C(N/N=C\c1cccc(Cl)c1)c1ccc(Cn2cc(Br)c([N+](=O)[O-])n2)o1 → 1514, 1437
Entry for CC(=O)Nc1ccc(NC(=O)c2ccc(Cn3cc(Cl)cn3)cc2)cc1 → 1471, 1694
Entry for COc1ccc(CNC(=S)N/N=C/c2ccc(O)c(OC)c2)cc1 → 1590, 1996
Entry for O=C(Nc1ccc(-c2nnn(CC(=O)N3CCN(C(=O)c4ccco4)CC3)n2)cc1)c1ccc(F)cc1 → 1896, 1861
Entry for CCc1ccccc1S(=O)(=O)Cc1ccc(C(=O)NCc2cccs2)o1 → 1436, 1634

Remaining list, next part:
SMILES | SRC3 TRFRET art | SRC1 TRFRET art
N/C(=N\OC(=O)Oc1ccccc1)c1ccc([N+](=O)[O-])cc1 | 1652 | 1536
O=C1CSC(c2ccccc2[N+](=O)[O-])N1c1ccccc1 (stereo not drawn) | 1668 | 1781
S=C(Nc1ccc(Oc2ccccc2)cc1)N(CCCN1CCOCC1)Cc1ccccn1 | 1662 | 1963
CCC(c1nnnn1CCOC)N1CCN(c2nc3ccccc3s2)CC1 (stereo not drawn) | 1536 | 1904
CN1CC(=O)N2[C@H](c3ccc4c(c3)OCO4)c3[nH]c4ccccc4c3C[C@@H]2C1=O | 1498 | 2024
CCN(CC(=O)NCc1ccc(Cl)cc1)C(=O)/C=C/c1ccco1 | 1617 | 2064
Cc1cc(C)c(C#N)c(Sc2ccccc2N)n1 | 1448 | 1675
CS(=O)(=O)N(CC(=O)Nc1ccc(F)c(F)c1)c1cccc([N+](=O)[O-])c1 | 1407 | 1765
CCN(CCn1cccn1)C(=O)CCc1nnc(-c2ccccc2)o1 | 1525 | 1744
C/C(=N\NC(=O)c1c(Br)cnn1C)c1ccc(NC(=O)c2ccc(F)cc2)cc1 | 1533 | 1789
O=C1C(Cl)=C(NCCN2CCCCC2)C(=O)c2ccccc21 | 1667 | 1860
Cc1cccc(NC(=O)c2ccc(Cl)c(NC(=O)c3ccncc3)c2)c1C | 1456 | 1557
C/C(=N\NC(=O)CNc1cccc(C(F)(F)F)c1)c1cccs1 | 1578 | 1770
NC(=O)c1ccc(-n2nnnc2Oc2ccc(Br)cc2)cc1 | 1445 | 1560
CN(Cc1ccccc1F)c1nc(-c2cccs2)nc2ccccc12 | 1649 | 1651
CC(C)=Nc1ccccc1C1COC(=O)C1=N (stereo not drawn) | 1512 | 1823
O=P1(O)C=C(c2ccccc2)OC(c2ccccc2)=C1 | 1499 | 1575
Cc1ccc(S(=O)(=O)c2c(C)nn(C(C)(C)C)c2OC(=O)CC(C)C)cc1 | 1590 | 2031
CC(=O)N/N=C(\C)CCc1ccccc1 | 1648 | 1859
COc1ccc(OC)c(CNn2c(-c3ccccc3F)nc3ccccc3c2=O)c1 | 1387 | 1780
COc1ccc(CNCC(=O)Nc2cccc(S(N)(=O)=O)c2)cc1 | 1709 | 1827
CC(=O)N/N=C(\C)CC(=O)Nc1ccc2c(c1)OCCO2 | 1631 | 1836
COc1ccc(-c2[nH]c(-c3ccc(Cl)cc3)nc2SCC(=O)Nc2nccs2)cc1 | 1489 | 1607
Cc1cccc(Cc2nnc(CCC(=O)NCc3ccncc3C)o2)c1 | 1593 | 1943
COc1ccccc1NC(=O)Cn1nnc(C(=O)NCCc2ccccc2)c1N | 1574 | 1775
CNC(=S)N/N=C/c1ccc(OCc2ccccc2)c(Br)c1 | 1551 | 1800
COCCn1c(SCc2cc(=O)n3ccsc3n2)nnc1-c1ccncc1 | 1433 | 1689
Cc1cccc(Nc2nc(N)c([N+](=O)[O-])c(NCc3ccco3)n2)c1 | 1456 | 1809
N#C/C(=N\Nc1ccccc1F)c1nc(-c2ccccc2)cs1 | 1702 | 2102
Cc1cc(C(=O)NCc2cc(C(=O)O)co2)co1 | 1661 | 1874

2 neighbouring compounds already listed:
SMILES | SRC3 TRFRET art | SRC1 TRFRET art
O=C(NC(=S)N1CCCc2ccccc21)c1ccc(Br)cc1 | 1646 | 1750
COc1ccc(-c2[nH]ncc2CN2CCN(c3ccccn3)CC2)c(OC)c1 | 1558 | 1547

The list goes on:
SMILES | SRC3 TRFRET art | SRC1 TRFRET art
Cc1ccc(-c2nnc(Nc3ccc4c(c3)OCO4)c3ccccc23)cc1S(=O)(=O)NC(C)C | 1274 | 1814
O=C(/C=C/c1cccc([N+](=O)[O-])c1)NCc1ccccc1 | 1799 | 1689
CCc1nn2c(N(C)CCO)cc(C)nc2c1-c1ccc(F)cc1 | 1541 | 1636
COc1ccc(Nc2nc(NCc3ccco3)nc(N/N=C/c3ccc(O)cc3)n2)cc1 | 1560 | 1505
CCN(CC)S(=O)(=O)c1ccc2c(c1)nc(CCC(=O)OCC(=O)Nc1cc(OC)cc(OC)c1)n2C | 1702 | 1941
O=C(NCCc1ccc(Cl)cc1)C1CCC(CNc2c(N3CCCCC3)c(=O)c2=O)CC1 (stereo not drawn) | 1598 | 1916
CCOC(=O)c1ccc(S(=O)(=O)Nc2nc3cc(S(=O)(=O)NC4=NCCCCC4)ccc3s2)cc1 | 1736 | 1733
CN(NS(=O)(=O)c1ccc(Cl)cc1)c1ncc(C(F)(F)F)cc1Cl | 1395 | 1725
CCOC(=O)C(=NCCCN(C)C)NNc1cc(C(F)(F)F)ccc1Cl | 1362 | 1865
Nc1nc(-c2ccc3c(c2)CCC(=O)N3)cs1 | 1476 | 1866
CCS(=O)(=O)N1Cc2ccccc2CC1C(=O)Nc1nnc(C2CC2)s1 (stereo not drawn) | 1459 | 1809
CCCCSc1nnc(-c2ccccc2)c2ccccc12 | 1780 | 1955
COCCSc1ccccc1C(=O)N1CCN(c2ccccc2)CC1 | 1539 | 1743
O=C(c1cc2c(s1)-c1ccccc1OC2)N1CCc2ccccc2C1 | 1705 | 1703
Cc1cccc(OCCSc2nc3ncnc(N)c3[nH]2)c1 | 1670 | 1668
O=C(NC(Cc1c[nH]c2ccccc12)C(=O)N/N=C/c1ccc(Br)cc1)c1cccs1 (stereo not drawn) | 1715 | 1964
Cc1nn(-c2ccc(F)cc2)c(Cl)c1/C=N/NC(=O)c1ccc(O)cc1 | 1559 | 1887
Cc1nc([N+](=O)[O-])c(Sc2nc3ccccc3n2C)n1Cc1ccccc1 | 1578 | 1848
COc1ccc(S(=O)(=O)NCC2CCCN(Cc3ccc(C)o3)C2)cc1 (stereo not drawn) | 1467 | 1520
O=C(C1CCCO1)N1N=C(c2ccc(Br)cc2)CC1c1ccco1 (stereo not drawn) | 1715 | 1766
CCOc1ccc(N2C(=O)C3C(c4ccc(O)cc4)NC(CCSC)(C(=O)OC)C3C2=O)cc1 (stereo not drawn) | 1547 | 1878
